PRC2 inh: EZH2/PRC2 methyltransferase inhibitors, primary screen, biochemical, DELFIA time-resolved fluorescence, single point | inhibition, % at 12.5 µM | hit rate 0.35% among 57,000 | PRC2 H3K27 methylation, DELFIA TRF, 1 h;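 active = mean inhibition of replicates at least 50% and every single replicate also reaching 50%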;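 note: dimethyl H3K27 on biotinylated H3 21-44 peptide detected by antibody; plate controls were median neutral control wells for no effect and median positive control wells for full effect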
Target sequence (Q15910 whole entry, looked up): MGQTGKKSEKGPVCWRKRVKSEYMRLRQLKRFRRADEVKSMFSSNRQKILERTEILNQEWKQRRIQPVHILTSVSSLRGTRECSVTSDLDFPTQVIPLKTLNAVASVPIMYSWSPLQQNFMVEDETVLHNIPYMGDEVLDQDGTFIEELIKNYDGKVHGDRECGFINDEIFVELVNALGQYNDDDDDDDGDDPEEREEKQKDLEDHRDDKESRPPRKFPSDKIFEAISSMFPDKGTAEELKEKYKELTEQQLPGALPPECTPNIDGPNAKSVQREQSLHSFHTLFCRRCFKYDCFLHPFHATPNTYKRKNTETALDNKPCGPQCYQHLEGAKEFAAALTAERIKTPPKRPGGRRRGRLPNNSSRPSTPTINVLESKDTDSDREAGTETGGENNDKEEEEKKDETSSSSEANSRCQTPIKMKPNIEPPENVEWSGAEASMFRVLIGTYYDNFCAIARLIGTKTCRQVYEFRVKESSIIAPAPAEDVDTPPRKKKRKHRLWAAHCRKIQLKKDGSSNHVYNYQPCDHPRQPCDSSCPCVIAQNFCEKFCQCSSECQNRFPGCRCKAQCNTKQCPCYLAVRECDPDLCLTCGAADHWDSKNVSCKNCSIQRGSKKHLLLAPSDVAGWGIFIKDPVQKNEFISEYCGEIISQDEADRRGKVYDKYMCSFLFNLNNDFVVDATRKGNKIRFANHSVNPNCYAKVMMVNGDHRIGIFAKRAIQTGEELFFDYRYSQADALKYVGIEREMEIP
IDH1 mut inh: inhibitors of IDH1 R132H reductase, primary screen, biochemical, plate reader, single point | Isocitrate dehydrogenase [NADP] cytoplasmic (Homo sapiens), O75874 | diaphorase/resazurin fluorescence, 60 min | inhibition, % at 10 µM | hit rate 0.18% among 70,000; in the data active = inhibition above about 34%;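 note: 0% = DMSO and 100% = no enzyme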
The depositor's hits bear a star; x = no result given; & = joins results of further samples.

cpd | molecule | PRC2 inh | IDH1 mut inh
1 | C[C@@H]1CN([C@H](C)CO)C(=O)c2cc(-c3cccc(C#N)c3)cnc2O[C@H]1CN(C)C | 9 | -1.0
2 | CN(C)CC(=O)N[C@@H]1CC[C@H](CCNS(=O)(=O)c2ccccc2)O[C@@H]1CO | 18 | 0.0
3 | COc1cccc(C#Cc2cnc3c(c2)C(=O)N([C@H](C)CO)C[C@@H](C)[C@@H](CN(C)C(=O)C2CCOCC2)O3)c1 | -6 | x
4 | O=C(COc1ccc(Cl)cc1Cl)Nc1cc(Cl)ccc1C(=O)O | 29 | 0.3
5 | Cc1ccccc1S(=O)(=O)N[C@@H]1CC[C@@H](CCn2cc(-c3ccc(F)cc3)nn2)O[C@@H]1CO | -7 | -1.0
6 | CO[C@@H]1CN(C)C(=O)c2ccc(NC(=O)c3nc4ccccc4s3)cc2OC[C@@H](C)N(Cc2ccncc2)C[C@H]1C | -22 | 7.4
7 | C[C@@H]1CN([C@H](C)CO)S(=O)(=O)c2ccc(C#CC(C)(C)O)cc2O[C@@H]1CN(C)Cc1ccc(-c2ccccc2)cc1 | 21 | x
8 | C[C@@H]1CN([C@@H](C)CO)C(=O)Cc2cc(NC(=O)CCC(F)(F)F)ccc2O[C@H]1CN(C)Cc1ccccc1 | -10 | -0.3
9 | C/C=C/c1cnc2c(c1)C(=O)N([C@@H](C)CO)C[C@@H](C)[C@@H](CN(C)C(=O)c1cnccn1)O2 | 6 | -1.8
10 | CO[C@@H]1CN(C)C(=O)c2ccc(NS(=O)(=O)c3ccccc3C)cc2OC[C@@H](C)N(C)C[C@H]1C | -1 | 0.0
11 | COc1ccc(-c2cc(=O)c3c(O)c(OC)c(O[C@H]4O[C@H](CO[C@@H]5O[C@@H](C)[C@H](O)[C@@H](O)[C@H]5O)[C@@H](O)[C@H](O)[C@H]4O)cc3o2)cc1 | -1 | -0.7
12 | O=C(Cc1ccncc1)N[C@H]1CC[C@@H](CCn2cc(-c3ccccc3F)nn2)O[C@@H]1CO | -7 | 0.1
13 | C[C@H](CO)N1C[C@H](C)[C@@H](CN(C)Cc2cncnc2)Oc2cc(-c3cncnc3)ccc2S1(=O)=O | x | 0.5
14 | Cc1ccccc1C(=O)NCCc1nc2ccccc2[nH]1 | x | 0.7
15 | CCCC(=O)Nc1ccc2c(c1)C(=O)N(C)C[C@H](OC)[C@@H](C)CN(C)[C@H](C)CO2 | 1 | -0.3
16 | C[C@@H]1CN([C@@H](C)CO)C(=O)c2cc(NC(=O)Nc3ccc(C(F)(F)F)cc3)ccc2O[C@@H]1CN(C)C | -8 | 0.6
17 | CC(C)NC(=O)Nc1cccc2c1O[C@@H](CN(C)Cc1ccncc1)[C@@H](C)CN([C@H](C)CO)C2=O | 8 | -1.1
18 | C[C@H]1CN([C@@H](C)CO)C(=O)c2cccc(NC(=O)NC3CCCCC3)c2O[C@@H]1CN(C)C(=O)Nc1ccc(C(F)(F)F)cc1 | -22 | x
19 | C[C@H](CO)N1C[C@H](C)[C@@H](CN(C)C(=O)Nc2ccccc2)Oc2ccc(NC(=O)CCN3CCOCC3)cc2CC1=O | 15 | 2.4
20 | C[C@H](O)C#Cc1cnc2c(c1)C(=O)N([C@H](C)CO)C[C@H](C)[C@H](CN(C)Cc1cncnc1)O2 | 1 | -1.4
21 | Cc1nn(C(C)C(=O)Nc2ccccc2C(F)(F)F)c(C)c1[N+](=O)[O-] (stereo unspecified) | 7 | 0.1
22 | CC(C)NC(=O)N(C)C[C@@H]1Oc2ccc(NC(=O)CCCCCC(=O)Nc3ccccc3N)cc2C(=O)N([C@@H](C)CO)C[C@H]1C | -3 | 0.2
23 | C[C@@H]1CN([C@H](C)CO)C(=O)c2cc(C#CCN(C)C)cnc2O[C@H]1CN(C)Cc1ccccn1 | -4 | 0.4
24 | C[C@H]1CN([C@@H](C)CO)C(=O)c2cc(NC(=O)CCN3CCOCC3)ccc2O[C@H]1CN(C)Cc1ccc(C(F)(F)F)cc1 | -11 | x
25 | O=C(C[C@@H]1C[C@H]2c3cc(NS(=O)(=O)c4ccc(F)cc4)ccc3O[C@H]2[C@H](CO)O1)NCc1ccc(Oc2ccccc2)cc1 | 4 | 0.0
26 | C[C@H]1CN([C@@H](C)CO)C(=O)Cc2cc(NC(=O)Cc3cn(C)c4ccccc34)ccc2O[C@@H]1CN(C)Cc1ccc(Cl)c(Cl)c1 | x | 0.2
27 | CC(C)NC(=O)N(C)C[C@H]1OCCCC[C@H](C)Oc2ccc(NC(=O)c3ccccc3)cc2C(=O)N([C@H](C)CO)C[C@@H]1C | -9 | x
28 | C[C@@H]1CN([C@H](C)CO)S(=O)(=O)c2ccc(C#Cc3cccnc3)cc2O[C@H]1CN(C)CC1CCOCC1 | x | 0.1
29 | COc1ccccc1-c1cn(CC[C@@H]2CC[C@@H](NC(=O)c3cnccn3)[C@@H](CO)O2)nn1 | -3 | -0.1
30 | CNC[C@H]1Oc2ccc(NS(=O)(=O)c3ccccc3)cc2CC(=O)N([C@H](C)CO)C[C@H]1C | 1 | x

Some of these compounds in order of heavy-atom count, lowest first.
cpd | molecule | PRC2 inh | IDH1 mut inh
15 | CCCC(=O)Nc1ccc2c(c1)C(=O)N(C)C[C@H](OC)[C@@H](C)CN(C)[C@H](C)CO2 | 1 | -0.3
1 | C[C@@H]1CN([C@H](C)CO)C(=O)c2cc(-c3cccc(C#N)c3)cnc2O[C@H]1CN(C)C | 9 | -1.0
13 | C[C@H](CO)N1C[C@H](C)[C@@H](CN(C)Cc2cncnc2)Oc2cc(-c3cncnc3)ccc2S1(=O)=O | x | 0.5

(list continues)
cpd | molecule | PRC2 inh | IDH1 mut inh
31 | O=[N+]([O-])c1ccc(S(=O)(=O)N2CCN(C(=S)NCc3ccco3)CC2)cc1 | 14 | 0.1
32 | CCCN(C)C[C@@H]1Oc2cc(C3=CCCCC3)ccc2S(=O)(=O)N([C@H](C)CO)C[C@@H]1C | -12 | -0.7
33 | O=C(C[C@@H]1CC[C@@H](NC(=O)CN2CCOCC2)[C@H](CO)O1)NCCc1ccccc1 | 1 | 0.4
34 | C[C@H]1CN([C@@H](C)CO)C(=O)c2cc(NS(=O)(=O)c3cn(C)cn3)ccc2O[C@@H]1CN(C)Cc1ccc(C(=O)O)cc1 | x | 1.4
35 | Cc1ccccc1NC(=O)c1ccc(C)c(S(=O)(=O)Nc2cccc(C(=O)O)c2)c1 | -11 | -0.6
36 | C[C@H](NC(=O)C[C@@H]1CC[C@H](NS(=O)(=O)c2cccc(F)c2)[C@@H](CO)O1)c1ccccc1 | -1 | -0.3
37 | Cc1ccc(S(=O)(=O)Nc2ccc3c(c2)C(=O)N([C@H](C)CO)C[C@H](C)[C@H](CN(C)C(=O)Nc2ccc4c(c2)OCO4)O3)cc1 | x | -3.1
38 | CC(C)c1cn(CC[C@@H]2CC[C@@H](NS(=O)(=O)c3ccc(F)cc3)[C@H](CO)O2)nn1 | 4 | 0.0
39 | C[C@H](CO)N1C[C@H](C)[C@H](CN(C)S(C)(=O)=O)Oc2ncccc2C1=O | 16 | 6.7
40 | C[C@@H]1CN([C@@H](C)CO)C(=O)Cc2cc(NC(=O)Cc3cn(C)c4ccccc34)ccc2O[C@H]1CN(C)C | x | -46
41 | Cc1ccc(NC(=O)CN(C)S(=O)(=O)c2ccccc2)c(C)c1 | -4 | 0.2
42 | Cc1cc2nn(-c3ccc(Cl)cc3)nc2cc1NC(=O)COc1ccc([N+](=O)[O-])cc1 | 3 | 0.5
43 | CNC[C@@H]1OCCCC[C@H](C)Oc2ccc(NS(=O)(=O)c3ccc(C)cc3)cc2C(=O)N([C@H](C)CO)C[C@@H]1C | 1 | x
44 | COc1ccc(-c2nnc(SCC(=O)O)n2-c2ccccc2)cc1OC | 3 | -0.2
45 | COc1ccc(-c2nnc(SCC(=O)Nc3cccc(SC)c3)n2C)cc1 | -3 | -0.1
46 | COc1ccc(NC(=O)N(C)C[C@H]2Oc3c(NS(=O)(=O)c4ccccc4)cccc3C(=O)N([C@@H](C)CO)C[C@@H]2C)cc1 | x | -1.9
47 | Nc1ncnc(NCCCN2CCOCC2)c1[N+](=O)[O-] | 16 | 0.5
48 | C[C@H]1CN([C@@H](C)CO)S(=O)(=O)c2ccc(-c3ccc(C#N)cc3)cc2O[C@H]1CN(C)C(=O)CN(C)C | 7&-8 | 0.5
49 | C[C@H](CO)N1C[C@H](C)[C@H](CN(C)C(=O)Nc2ccccc2)Oc2ncc(C3=CCCC3)cc2C1=O | 7 | -2.1
50 | O=C(C[C@H]1C=C[C@H](NS(=O)(=O)c2ccc(F)cc2)[C@H](CO)O1)NCc1ccncn1 | 8 | 0.3
51 | COC(=O)CCCCCCC(=O)N/N=C/c1ccc(OC)c(Br)c1 | 24 | -0.5
52 | C[C@@H]1CN([C@H](C)CO)C(=O)Cc2cc(NS(=O)(=O)c3ccc(Cl)cc3)ccc2O[C@H]1CN(C)Cc1ccc(Cl)c(Cl)c1 | x | 0.2
53 | C[C@H]1CCCCO[C@H](CN(C)C(=O)c2ccccc2)[C@@H](C)CN([C@@H](C)CO)C(=O)c2cc(NC(=O)CCCN(C)C)ccc2O1 | 1 | -0.2
54 | C[C@H](NC(=O)C[C@H]1C[C@H]2c3cc(NC(=O)NC4CCCC4)ccc3O[C@H]2[C@@H](CO)O1)c1ccccc1 | 15 | -1.6
55 | COc1ccc(NC(=O)N(C)C[C@H]2Oc3ccc(NC(=O)NC4CCCCC4)cc3C(=O)N([C@@H](C)CO)C[C@@H]2C)cc1 | 0 | 0.4
56 | C[C@H]1CN([C@@H](C)CO)C(=O)c2cc(NC(=O)Cc3ccccc3)ccc2O[C@@H]1CN(C)C(=O)Nc1ccc2c(c1)OCO2 | -1 | 4.5
57 | COc1ccc(NC(=O)CSc2nnc(C)c(=O)[nH]2)cc1Cl | -13 | 5.8
58 | CNC[C@@H]1Oc2ccc(NS(=O)(=O)c3ccccc3)cc2C(=O)N([C@H](C)CO)C[C@@H]1C | x | 4.6
59 | CCc1cc2c(SCC(=O)N3CCc4ccccc43)ncnc2s1 | x | 0.2
60 | COc1ccc(C(=C2C(=O)Nc3ccccc32)c2ccc(OC)cc2)cc1 | 9 | 0.3

Structural class: those above containing a CF3 group.
cpd | molecule | PRC2 inh | IDH1 mut inh
8 | C[C@@H]1CN([C@@H](C)CO)C(=O)Cc2cc(NC(=O)CCC(F)(F)F)ccc2O[C@H]1CN(C)Cc1ccccc1 | -10 | -0.3
16 | C[C@@H]1CN([C@@H](C)CO)C(=O)c2cc(NC(=O)Nc3ccc(C(F)(F)F)cc3)ccc2O[C@@H]1CN(C)C | -8 | 0.6
18 | C[C@H]1CN([C@@H](C)CO)C(=O)c2cccc(NC(=O)NC3CCCCC3)c2O[C@@H]1CN(C)C(=O)Nc1ccc(C(F)(F)F)cc1 | -22 | x
21 | Cc1nn(C(C)C(=O)Nc2ccccc2C(F)(F)F)c(C)c1[N+](=O)[O-] (stereo unspecified) | 7 | 0.1
24 | C[C@H]1CN([C@@H](C)CO)C(=O)c2cc(NC(=O)CCN3CCOCC3)ccc2O[C@H]1CN(C)Cc1ccc(C(F)(F)F)cc1 | -11 | x

Next section
cpd | molecule | PRC2 inh | IDH1 mut inh
61 | CO[C@@H](CN(C)Cc1cc(F)ccc1F)[C@H](C)CN([C@@H](C)CO)S(=O)(=O)c1ccc(Cl)cc1 | 1 | -0.5
62 | COc1ccccc1S(=O)(=O)N(C)C[C@@H]1Oc2cc(C#CCC3CCCC3)ccc2S(=O)(=O)N([C@H](C)CO)C[C@@H]1C | 3 | -0.1
63 | COCCNC(=O)C[C@H]1C[C@H]2c3cc(NC(=O)C4CCC4)ccc3O[C@H]2[C@H](CO)O1 | 11 | 0.4
64 | C[C@@H]1CN([C@H](C)CO)C(=O)c2cc(NS(=O)(=O)c3cccs3)ccc2O[C@@H](C)CCCCO[C@@H]1CN(C)C(=O)NC1CCCCC1 | x | -6.9
65 | CO[C@@H]1CN(C)C(=O)c2cc(NC(=O)c3ccc(F)cc3)ccc2OC[C@H](C)N(C(=O)c2ccc(F)cc2)C[C@@H]1C | -6 | 0.5
66 | CO[C@@H]1CN(C)C(=O)c2ccc(NC(=O)c3ccccc3F)cc2OC[C@@H](C)N(C(=O)c2ccccc2F)C[C@@H]1C | -7 | 0.5
67 | COc1ccc(NC(=O)C(C)Oc2ccccc2)cc1NC(=O)c1ccco1 (stereo unspecified) | x | -1.0
68 | C[C@@H]1CN([C@@H](C)CO)C(=O)c2cc(NS(=O)(=O)c3ccc(Cl)cc3)ccc2O[C@@H]1CN(C)Cc1ccc2c(c1)OCO2 | 9 | x
69 | Cc1ccccc1-c1ccc2c(c1)O[C@@H](CN(C)C(=O)C1CC1)[C@@H](C)CN([C@H](C)CO)S2(=O)=O | 3 | -0.2
70 | COCC(=O)Nc1ccc2c(c1)C(=O)N(C)C[C@H](OC)[C@H](C)CN(CC1CC1)[C@@H](C)CO2 | 0 | -0.1
71 | C[C@@H]1CN([C@H](C)CO)C(=O)c2cc(NC(=O)Cc3ccccc3)ccc2O[C@@H](C)CCCCO[C@H]1CN(C)C(=O)Nc1ccc2c(c1)OCO2 | x | 4.0
72 | COc1cc2c(c(N)c1OC)C(=O)/C(=C/c1cc(C)c(O)c(C)c1)C2 | x | -2.1
73 | Cc1noc(C)c1NC(=O)N(C)C[C@H]1OCCCC[C@@H](C)Oc2ccc(NS(=O)(=O)c3cccs3)cc2C(=O)N([C@@H](C)CO)C[C@@H]1C | x | 0.2
74 | O=C(c1cc2ccccc2oc1=O)N(Cc1ccc(F)cc1)Cc1ccco1 | -8 | -0.4
75 | O=C(CNS(=O)(=O)c1cc(Cl)ccc1Cl)Nc1ccc(Oc2ccccc2)cc1 | 30 | 0.0
76 | C[C@H]1CN([C@@H](C)CO)C(=O)c2c(c3ccccc3n2C)-c2ccccc2CO[C@@H]1CN(C)S(=O)(=O)c1ccsc1 | -24 | x
77 | Cn1c(-c2ccc3c(c2)OCO3)cc(=O)c2ccccc21 | 0 | 0.4
78 | C[C@@H]1CN([C@@H](C)CO)C(=O)Cc2cc(NS(=O)(=O)c3ccccc3)ccc2O[C@H]1CN(C)C(=O)Nc1ccccc1 | -2 | 1.0

Source: PubChem BioAssay

Some of the compounds tested (hit frequency here may not be typical).
